Screens as filed in PubChem BioAssay.
OX1R antag – human HCRTR1 antagonism; CHO/OX1R cells, Fluo-8 calcium fluorescence, orexin A; 330,000 compounds, 0.43% hits; inhibition, % at 5 µM; O43613;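 active means inhibition above its plate's threshold, mean inhibition of all tested compounds on the plate plus 3 SD, cut at about 37% in these data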;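 further: 0% = orexin A challenge wells and 100% = SB-334867-A antagonist wells; not every result past the cut was called active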
Target sequence (O43613 whole entry, looked up): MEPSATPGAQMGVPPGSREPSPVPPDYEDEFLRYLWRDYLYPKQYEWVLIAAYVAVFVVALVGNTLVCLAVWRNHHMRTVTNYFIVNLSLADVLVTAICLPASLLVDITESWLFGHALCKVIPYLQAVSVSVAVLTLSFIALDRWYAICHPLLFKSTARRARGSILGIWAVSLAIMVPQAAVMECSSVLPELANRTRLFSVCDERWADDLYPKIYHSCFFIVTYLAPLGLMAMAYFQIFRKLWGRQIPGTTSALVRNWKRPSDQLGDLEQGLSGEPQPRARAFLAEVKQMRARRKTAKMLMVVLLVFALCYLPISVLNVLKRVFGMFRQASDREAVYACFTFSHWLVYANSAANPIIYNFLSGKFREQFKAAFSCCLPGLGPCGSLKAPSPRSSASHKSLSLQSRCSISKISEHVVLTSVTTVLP
CHT PAM – human CHT allosteric activation | AID 488977 | Q9GZV3 | 310,000 compounds, 0.49% hits | CHT-expressing cells, membrane potential dye, choline EC20; active compounds read high; LV-AA mutant CHT in HEK293 cells | B-score at 10 µM;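 active means initial fluorescence not abnormally high and integrated response B-score, plate-corrected, over 3 SD above library mean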
Target sequence (Q9GZV3 whole entry, looked up): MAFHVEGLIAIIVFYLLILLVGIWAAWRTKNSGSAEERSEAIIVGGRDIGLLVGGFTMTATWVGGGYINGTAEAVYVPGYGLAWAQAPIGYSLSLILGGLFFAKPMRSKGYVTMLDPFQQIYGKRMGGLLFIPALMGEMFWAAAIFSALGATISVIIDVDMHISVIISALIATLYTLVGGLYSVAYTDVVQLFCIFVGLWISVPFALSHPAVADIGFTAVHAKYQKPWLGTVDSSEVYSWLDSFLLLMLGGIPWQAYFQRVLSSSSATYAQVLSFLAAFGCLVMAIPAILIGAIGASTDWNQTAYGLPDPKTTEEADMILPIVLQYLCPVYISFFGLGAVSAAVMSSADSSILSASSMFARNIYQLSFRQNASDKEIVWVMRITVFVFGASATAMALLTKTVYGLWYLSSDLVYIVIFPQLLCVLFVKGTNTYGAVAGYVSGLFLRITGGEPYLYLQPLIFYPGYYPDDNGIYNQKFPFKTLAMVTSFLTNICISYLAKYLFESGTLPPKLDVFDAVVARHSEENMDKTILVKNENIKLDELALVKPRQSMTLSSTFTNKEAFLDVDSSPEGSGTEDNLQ
* hit, by the source's call; i = inactive; . = not tested or not shown.

Start of the listing, in advance:
entry | canonical_smiles | OX1R antag | CHT PAM
1 | Cc1ccc(C(=O)Nc2nnc(C3=COCCO3)o2)cc1C | 6 | i
2 | Nc1c(C(=O)Nc2ccc(Cl)cc2)sc2nc(N3CCOCC3)c3c(c12)CCCC3 | -45 | i
3 | COC(=O)CC(N)c1ccc(OC)c2ccccc12 (stereo not given) | -24 | i
4 | CCOc1ccc(N/C(SC)=C(/C#N)C(N)=O)cc1 | -21 | i
5 | COc1ccc(S(=O)(=O)N2CCN(C(=O)c3cc(C)oc3C)CC2)cc1OC | -86 | .
6 | C=CCNCC(=O)Nc1ccccc1SCC(=O)Nc1ccsc1C(=O)OC | -19 | i
7 | CCn1nnnc1SCC(=O)N1CCOCC1 | 1 | i

The listing, from the first entry:
entry | canonical_smiles | OX1R antag | CHT PAM
1 | Cc1ccc(C(=O)Nc2nnc(C3=COCCO3)o2)cc1C | 6 | i
2 | Nc1c(C(=O)Nc2ccc(Cl)cc2)sc2nc(N3CCOCC3)c3c(c12)CCCC3 | -45 | i
3 | COC(=O)CC(N)c1ccc(OC)c2ccccc12 (stereo not given) | -24 | i
4 | CCOc1ccc(N/C(SC)=C(/C#N)C(N)=O)cc1 | -21 | i
5 | COc1ccc(S(=O)(=O)N2CCN(C(=O)c3cc(C)oc3C)CC2)cc1OC | -86 | .
6 | C=CCNCC(=O)Nc1ccccc1SCC(=O)Nc1ccsc1C(=O)OC | -19 | i
7 | CCn1nnnc1SCC(=O)N1CCOCC1 | 1 | i
8 | Cc1ccccc1C(=O)NNC(=O)C(=O)N1CCCCC1 | 4 | i
9 | CC1CCN(C(=O)CSc2nnc(CSc3ncccn3)n2C)CC1 | -10 | i
10 | Cc1ccc(C)c(CN2CCCN(C(=O)Cn3ncc4c3-c3ccccc3OC4)C2)c1 | 3 | i
11 | O=C(NCCO)c1ccc(-c2nnc(N3CCOCC3)c3ccccc23)cc1 | 11 | i
12 | O=C(c1ccccc1OC(F)F)N1CCN(S(=O)(=O)c2ccc3c(c2)OCCCO3)CC1 | -10 | .
13 | Nc1nnc(CC2=CCCCC2)s1 | 0 | i
14 | O=C(CCC1CCN(Cc2ccccc2Cl)CC1)NC1CC1 | -11 | i
15 | CCOC(=O)c1ccc(NC(=O)COc2ccc(CNC3CCCCC3)cc2OC)cc1 | -3 | i
16 | Cc1cccc(N2C(=O)CC(N3CCN(c4ccccn4)CC3)C2=O)c1 (stereo not given) | -17 | i
17 | C=C1CCN(C(Cc2ccccc2)C(=O)OC)S(=O)(=O)c2ccc(F)cc21 (stereo not given) | -20 | i
18 | CN(C)C(CNc1ncnc2sc3c(c12)CCCC3)c1ccco1 (stereo not given) | -29 | i
19 | O=C(c1ccc2c(=O)n(-c3ccccc3)c(=O)[nH]c2c1)N1CCN(c2ccc(F)cc2)CC1 | -2 | i
20 | Cc1ccc(NC(=O)Nc2c(Cl)cccc2Cl)cn1 | -24 | i
21 | CC(C)(C)c1ccc(C(=O)NCc2nnc(SCC(=O)NC3CCCC3)o2)cc1 | -10 | i
22 | Cc1ccc(S(=O)(=O)N2CCCCC2)cc1NC(=O)CSc1nnc(C2CC2)n1N | -1 | .
23 | COc1ccccc1-c1nc(SCC(=O)NCc2ccco2)c2c(=O)n(C)c(=O)n(C)c2n1 | -27 | i
24 | CCOC(=O)c1nn(C)c(C)c1Cl | 2 | i
25 | COc1ccc(C2C(=O)N(C3CCCCC3)CC(=O)N2CC2COc3ccccc3O2)cc1 (stereo not given) | -17 | i
26 | CCOC(=O)C1=CC[C@@H](c2cc(OC)c(OC)c(OC)c2)N(S(=O)(=O)c2ccc(C)cc2)[C@H]1C(=O)OCC | -29 | .
27 | CC1(C)CC(=O)/C(=C(/O)CCCN2C(=O)c3ccccc3C2=O)C(=NC(C)(C)C)C1 | -30 | i
28 | CCOC(=O)CSc1nc(-c2ccccc2)cc(C(F)(F)F)n1 | -40 | i
29 | Cc1cc(C)n(C(C)n2nc(C)cc2C)n1 | -8 | i
30 | COc1ccc(-n2nnnc2SCC(=O)NC(=O)Nc2ccc3c(c2)OCCO3)cc1 | -11 | i
31 | CN(C(=O)CSc1ccccc1C(=O)O)C1CCCCC1 | -4 | i
32 | O=C(CN1CCCC1)NN=C(c1ccccc1)c1ccccc1 | -25 | i
33 | CCn1c(SCC(=O)Nc2nc3c(s2)CCCC3)nnc1-c1ccccc1 | -12 | i
34 | O=C(OCC#CCSc1nnc(-c2ccncc2)o1)c1cccs1 | -4 | i
35 | CC[C@@]1(C(=O)OC)N[C@H](CN(C)C(=O)Nc2ccc(Cl)cc2)[C@@H]2C(=O)N(C)C(=O)[C@@H]21 | -5 | .
36 | COc1ccc(CCn2c(=S)[nH]c3cc(C(=O)N4CCOCC4)ccc3c2=O)cc1OC | -34 | i
37 | CC(=O)Nc1ccc(NC(=O)CSc2ncnn2-c2ccccc2)cc1 | -8 | i
38 | CCN(CC)c1ccc(NC(=O)CSc2nc(C3CC3)nc3ccccc23)cc1C | -59 | i
39 | O=C(COc1ccc([N+](=O)[O-])cc1)Nc1cccc(C(=O)Nc2ccccc2C(=O)O)c1 | -12 | i
40 | O=C(COc1coc(CN2CCN(c3ccccc3F)CC2)cc1=O)N1CCc2ccccc21 | -11 | i
41 | CC1CCN(C(=O)c2[nH]cnc2C(=O)N[C@H](C)c2ccccc2)CC1 | -22 | .
42 | c1ccc2c(c1)nc(N1CCCCC1)c1ccccc12 | -22 | i
43 | CCOc1ccc(/C=C2\SC(=S)N(NS(=O)(=O)c3ccc(C)cc3)C2=O)cc1OC | -20 | i
44 | CS(=O)(=O)N1CCC(C(=O)Nc2ccc(C(N)=O)cc2)CC1 | -12 | i
45 | CCOC(=O)N1CCN(S(=O)(=O)Cc2ccccc2)CC1 | -10 | i
46 | O=C(NCc1ccc(F)cc1)c1ccccc1OCc1ccccc1 | -35 | i
47 | Cn1c(SCC(=O)N2CCOCC2)nnc1-c1ccncc1 | 9 | i
48 | O=C(NCCCn1ccnc1)/C(=C\c1cccs1)NC(=O)c1ccco1 | -5 | i
49 | O=C(Nc1ccc(N2CCOCC2)cc1)C1(c2ccc(Cl)cc2)CCC1 | -1 | i
50 | CC(C)(C)c1ccc(C(=O)NC(=S)Nc2ccc(N3CCOCC3)cc2)cc1 | -7 | i

Next part:
entry | canonical_smiles | OX1R antag | CHT PAM
51 | COc1ccc(S(=O)(=O)N(C)CC(=O)Nc2ccccc2OC)cc1C | -25 | i
52 | CCCn1c(C(Cc2ccccc2)NC(=O)COC)nc2ccccc21 (stereo not given) | -29 | i
53 | COc1ccc(N(C)C(=O)c2ccc3c(Cl)c4c(nc3c2)CCCC4)c(OC)c1 | -23 | i
54 | CCC(C)Sc1ccc([C@H]2N[C@@](CC(C)C)(C(=O)OC)[C@H]3C(=O)N(CC)C(=O)[C@@H]23)cc1 (stereo not given in full) | -16 | i
55 | O=S(=O)(NCC1CN(S(=O)(=O)c2ccc3c(c2)OCCO3)C1)c1c(F)cccc1F | 4 | .
56 | Cc1c(Cl)ccc(S(=O)(=O)N2CCN=C2c2ccccc2)c1Cl | -18 | i
57 | O=C(NCCCN1CCCC1=O)c1ccccc1OCc1ccc(Cl)cc1Cl | -51 | .
58 | CCOCCCNCC(=O)N1CCN(S(=O)(=O)c2ccc(C)cc2)CC1 | -11 | i
59 | O=C(/C=C/c1cccc(F)c1)N1CCN(c2ncccn2)CC1 | -18 | i
60 | CCOC(=O)N1CCN(C(=O)CNC(=O)Cn2cnc3ccccc3c2=O)CC1 | -11 | i
61 | O=C(NCc1ccc(Cl)cc1Cl)C1CCN(S(=O)(=O)c2ccc3c(c2)OCCCO3)CC1 | -21 | i
62 | NNC(=O)CCN1CCCCC1 | -6 | i
63 | CCc1ccc(NC(=O)N(CCCN2CCOCC2)Cc2cccs2)cc1 | -44 | i
64 | COCC(=O)N1CCN(c2ccc([N+](=O)[O-])cc2)CC1 | -6 | i
65 | O=c1c2c3c(sc2nc(N2CCNCC2)n1-c1cccc(Cl)c1)CCCCC3 | -30 | i
66 | O=C1c2oc3ccccc3c(=O)c2C(c2cccs2)N1CCCN1CCOCC1 (stereo not given) | -27 | i
67 | O=C(Nc1ccccc1)[C@@H]1CCCN1S(=O)(=O)c1ccc(Cl)cc1 | 45* | .
68 | CCOc1ccc(NC(=S)N(Cc2ccc(N(C)C)cc2)Cc2ccco2)cc1 | 3 | i
69 | Cc1c(Cl)c([N+](=O)[O-])nn1CCCC(=O)N1CCN(c2ccccc2)CC1 | -19 | i
70 | CC(=NCc1ccco1)c1c(C)[nH]n(-c2nc3ccccc3s2)c1=O | -29 | i
71 | Cc1cccc(C)c1NC(=O)CNC(=O)c1ccc2c(c1)OCCO2 | -10 | .
72 | c1csc(-c2nnc(COc3ccc4c(c3)OCO4)o2)c1 | -8 | i
73 | CC1(C)CC2CC(C)(CN2C(=O)CCCN2C(=O)c3ccccc3C2=O)C1 (stereo not given) | -17 | i
74 | Cc1cc(NC(=O)COC(=O)CCS(=O)(=O)c2ccc(Cl)cc2)no1 | -8 | i
75 | COc1cc(C(=O)N2CCCc3ccccc32)cc(OC)c1OC | -17 | i
76 | O=C(Nc1cc(-c2ccccc2)[nH]n1)c1ccccc1F | -8 | i
77 | O=C(COC(=O)c1ccccn1)c1cccc(Br)c1 | -7 | i
78 | CC(NS(=O)(=O)c1cccc(S(=O)(=O)c2ccccc2)c1)C(=O)O (stereo not given) | 7 | i
79 | COCCN1Cc2cccc(C(=O)Nc3ccc(C)cc3)c2C1=O | -24 | i
80 | CC(C(=O)NCc1cccnc1)N1C(=O)c2ccccc2C1=O (stereo not given) | -12 | i
81 | CC(C)C(=O)N1CCC(CN=CC2=C(O)CC(C)(C)CC2=O)CC1 | -11 | i
82 | Cc1cc(C)cc(C(=O)NCC(=O)N2CCN(C(c3ccccc3)c3ccccc3)CC2)c1 | -29 | i
83 | CC(C)c1cc2c(c(O)c1O)[C@@]13CCCC(C)(C)C1CC2OC3=O (stereo not given in full) | -19 | i
84 | COc1ccccc1CN(C(=O)CNC(=O)c1ccco1)C(C(=O)NCC1CCCO1)c1ccc(OC)c(OC)c1 (stereo not given) | -8 | i
85 | Cn1c(SCC(=O)NCC2CCCO2)nc2scc(-c3ccccc3)c2c1=O (stereo not given) | -27 | .
86 | COc1cccc(/C=C/C(=O)OCC(=O)Nc2cccc(S(=O)(=O)N3CCOCC3)c2)c1OC | -26 | i
87 | O=c1/c(=C\c2cc([N+](=O)[O-])cc([N+](=O)[O-])c2O)sc2nc3ccccc3n12 | 6 | i
88 | N/C(=N\OS(=O)(=O)c1cc(Cl)ccc1Cl)c1ccncc1 | -1 | i
89 | O=C(COC(=O)/C=C/C(=O)N1CCN(c2ccccc2)CC1)NC(c1ccccc1)c1ccccc1 | -16 | i
90 | Cc1cccc(/C=N\NC(=O)c2ccc(Cl)cc2)c1O | -15 | i
91 | O/N=C/c1ccc(OCc2ccccc2F)c(Cl)c1 | -4 | i
92 | Cc1cc(=O)n2nc(N3CCC(C(=O)N4CCN(c5ccccc5)CC4)CC3)sc2n1 | -31 | i
93 | C=CCc1cccc(/C=N/NC(=O)c2ccccc2Br)c1O | -21 | i
94 | CCn1cc(C(=O)OC)c(=O)c2cc(S(=O)(=O)N(C)C3CCCCC3)ccc21 | -14 | i
95 | COc1ccc(N2CCN(S(=O)(=O)CCNC(=O)C3CCCCC3)CC2)cc1 | -19 | i
96 | CCCCn1c(N)c(N(CCOC)C(=O)C2CC(=O)N(c3cccc(SC)c3)C2)c(=O)[nH]c1=O (stereo not given) | -8 | i
97 | COc1ccccc1N1CCN(C(=O)Nc2cccc(C)c2)CC1 | -3 | i
98 | CCCCCC(=O)Nc1nc(C)c(-c2csc(Nc3cc(OC)ccc3OC)n2)s1 | -24 | i
99 | CC(=O)c1cccc(NC(=O)COC(=O)c2ccc(S(C)(=O)=O)c([N+](=O)[O-])c2)c1 | 11 | i
100 | O=c1c2ccccc2c(C=NC2CCN(Cc3ccccc3)CC2)c(O)n1Cc1ccc2c(c1)OCO2 | -21 | i

Remaining list, next part
entry | canonical_smiles | OX1R antag | CHT PAM
101 | COc1ccc(NC(=O)CCN2CCN(S(=O)(=O)c3cc(Cl)ccc3OC)CC2)cc1 | -19 | i
102 | Cc1cc(Br)c(NC(=O)CSc2n[nH]c(N)n2)c(Br)c1 | -1 | .
103 | COc1ccc(NC(=O)CNC(=O)c2ccco2)cc1S(=O)(=O)Nc1cc(C)ccc1Br | -9 | .
104 | N#Cc1ccc(C23CC4CC(CC(C4)C2)C3)[nH]c1=O | -14 | i
105 | CC(=O)Nc1ccc(Sc2ccccc2C(=O)Nc2ccc(F)cc2)cn1 | -10 | i
106 | Cc1ccc2cc(CN(CC3CCCO3)C(=S)Nc3ccccc3)c(=O)[nH]c2c1 (stereo not given) | -20 | i
107 | COc1ccc(CCN=C(N)NS(=O)(=O)c2ccccc2)cc1OC | -15 | i
108 | CCC(=O)C1=C(N2CCCC2)CC(C)(C)CC1=O | -16 | i
109 | Cc1ccc(-c2cc(C(=O)OCC(=O)N(C)C3CCS(=O)(=O)C3)c3ccccc3n2)c(C)c1 (stereo not given) | -40 | i
110 | O=C(CSc1nc2ccccc2[nH]1)N1CCCCC1 | -17 | i
111 | COCCN(C(=O)Cn1nnc2ccccc21)C(C(=O)NC1CCCC1)c1ccc(OC)cc1OC (stereo not given) | -40 | i
112 | CCCc1cc(=O)oc2cc(OCC(=O)NCc3cccs3)ccc12 | -22 | i
113 | Cc1ccc(C(=O)Nc2ccc3ccccc3c2)cc1 | -7 | i
114 | CCOC(=O)CNC(=O)C1CCCN(c2ncccn2)C1 (stereo not given) | -8 | i
115 | O=C(NCCCN1CCN(c2ccc(F)cc2)CC1)C1CCCN(c2ncnc3c2nc2n3CCCCC2)C1 (stereo not given) | -33 | i
116 | CC1CCN(c2ccc(C(=O)O)cc2N)CC1 | 0 | i
117 | Cc1ccc(C(C)C)c(OCC(=O)NN=C2CCCC2)c1 | -11 | i
118 | C=CCOC(=O)c1sc(NC(=O)c2ccc(OC)cc2)nc1C | -3 | i
119 | COc1ccccc1-c1nnc(NC(=O)c2ccc(S(=O)(=O)N(C)Cc3ccccc3)cc2)o1 | -20 | i
